# RSV CPE inhibition: inhibition of RSV-induced cytopathic effect – HEp-2 cells, primary 10 µM value included (AID 2391); HEp-2 cells, RSV-induced CPE inhibition; higher % means a stronger effect; CPE inhibition, % at 10 µM, or IC50 in µM where a hit was titrated; 0.13% of 310,000 active; in the data active means a potency from the dose series; inconclusive means CPE inhibition mostly from about 23% at the one dose, without a potency; inactive means the rest, 99 in 100 with CPE inhibition below about 21%; further: strong numbers were not always called active
# SIAH1 antagonists: Siah-1 peptide-binding antagonists, primary screen, biochemical, fluorescence polarization, rhodamine-plectin, uHTS (AID 1817). Siah-1 / rhodamine-plectin peptide fluorescence polarization; higher % means a stronger effect. displacement, % at 20 µM, or IC50 in µM where a hit was titrated. 0.02% of 290,000 active;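 active means displacement of at least 50% at 20 µM, with a fluorescence ratio check between 0.3 and a set limit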;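 further: plate controls were Siah plus tracer with DMSO for no effect and tracer alone without Siah for full effect; strong numbers were not always called active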
# Salmonella PhoP GFP: inhibitors of PhoP regulon expression, primary screen, Salmonella Typhimurium, GFP reporter (AID 1863) | 0.16% of 300,000 active | S. Typhimurium PhoP-regulated promoter GFP reporter, 4 h; higher % means a stronger effect | inhibition, % at 50 µM, or IC50 in µM where a hit was titrated;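 active means inhibition over 29.93%, a cutoff 3 SD above the screen mean, later confirmed by dose response; inconclusive means inhibition over 29.93% but no dose response follow-up; inactive means inhibition at most 29.93% or unconfirmed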;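 further: 0% = low Mg2+ inducing control and 100% = high Mg2+ repressing control; strong numbers were not always called active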
# TNAP activation fold: stimulation of alkaline phosphatase TNAP activity – biochemical, luminescent, no phosphate acceptor, uHTS, primary screen (AID 1001); purified TNAP, luminescent activation assay, no phosphate acceptor; higher activation fold means a stronger effect; activation fold at 20 µM; hits with a dose series show EC50 in µM; 0.03% of 200,000 active; in the data active means activation fold from about 3, or a potency from the dose series; inactive means the rest, 99 in 100 with activation fold below about 1.6; further: many of its hits are not listed in these tables
# Myeloid diff MLP: promotes myeloid progenitor differentiation | ER-HoxA9 myeloid progenitors, lysozyme-GFP differentiation, flow cytometry | calls only at 10 µM | 1% of 360,000 active;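 active means normalized GFP-positive differentiation at or above the plate's own cutoff, the solvent-only control mean plus 3 SD; inconclusive means no clear call, values can overlap the other calls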;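 further: cells exposed to compound for four days before flow analysis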
# PMI inhibition: human PMI inhibitors, high substrate, primary screen, biochemical, fluorescence intensity, high mannose 6-phosphate (AID 1220); recombinant PMI enzyme, coupled fluorescence intensity; higher % means a stronger effect; inhibition, % at 20 µM; hits with a dose series show IC50 in µM; 0.66% of 190,000 active
# WT yeast gro inh: growth inhibition of WT yeast, mitochondrial fusion screen; mitochondrial fusion phenotypic screen, WT strain; inhibition, % at 10 µM; 2.1% of 190,000 active; AID 1362; in the data active means inhibition above about 58%; tested in S. cerevisiae
# XIAP antagonists: small molecules displacing peptide from XIAP – biochemical, IAP family, fluorescence polarization (AID 1018); XIAP BIR domain, fluorescence polarization peptide displacement; higher % means a stronger effect; displacement, % at 20 µM; hits with a dose series show IC50 in µM; 0.007% of 200,000 active; in the data active means displacement above about 50%; further: a part of the inactive calls stands beside numbers as strong as those of hits
# human PMI inhibition: MPI enzyme activity inhibition – biochemical, fluorescence intensity, coupled assay, primary screen (AID 1209); purified PMI enzyme, coupled fluorescence intensity; higher % means a stronger effect; one-dose inhibition, % at 20 µM; IC50 in µM for titrated hits; 0.42% of 190,000 active;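 further: plate controls were DMSO vehicle for no effect and wells lacking substrate for full effect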
# WT yeast gro inh mutant strain: further read-out of WT yeast gro inh, marked with its call; inhibition, %; mitochondrial fusion phenotypic screen, mutant strain inhibition
# Myeloid diff MLP GFP+ MAC1+ %: further read-out of Myeloid diff MLP, marked with its call; GFP+ MAC1+ double positive, %; measured here: differentiation confirmed by MAC1 staining
# Starred values were filed as active, the others as inactive; i = inactive; ? = inconclusive; / = not tested or not shown. Unless noted, no stated cut-off is given here; in the data, active means inhibition above about 50%; inactive means the rest.
SMILES,RSV CPE inhibition,SIAH1 antagonists,Salmonella PhoP GFP,TNAP activation fold,Myeloid diff MLP,Myeloid diff MLP GFP+ MAC1+ %,PMI inhibition,WT yeast gro inh,WT yeast gro inh mutant strain,XIAP antagonists,human PMI inhibition
Oc1ccc(-c2csc(NCc3ccco3)n2)cc1,-0.1%,10.8%,4.8%,1.1,i,0.8,9.5%,9.9,8.6,-5.7%,15.7%
COc1ccc(N2CC(C(=O)Nc3cccc(OC(C)C)c3)CC2=O)cc1 (stereo unspecified),0.7%,14.1%,7.1%,/,i,0.4,/,/,/,/,/
CC(=O)NC(CC(=O)Nc1cccc(S(=O)(=O)N2CCCCC2)c1)c1ccccc1 (stereo unspecified),4.4%,0.3%,1.6%,1.1,i,0.8,2.8%,3.1,5.3,-2.7%,2.6%
O=C(O)C1CCCCC1C(=O)NCc1ccncc1 (stereo unspecified),0.0%,6.2%,1.2%,1.1,i,0.4,-3.6%,-7.8,-12.6,-5.6%,-12.1%
O=C(c1c(F)cccc1F)N1CCN=C1SCc1ccccc1,-0.6%,3.1%,-7.9%,/,i,0.1,/,/,/,/,/
Cc1ccc(C)c2c1cc(C)c1nnc(SCC(=O)c3cccs3)n12,?,8.0%,10.4%,1.1,i,1.2,-2.2%,-36.3,4.0,-6.8%,5.7%
CC(=O)NC(CCS(C)(=O)=O)C(=O)Nc1ccc2c(c1)OCO2 (stereo unspecified),0.6%,0.2%,4.6%,1.1,i,1.9,14.1%,4.7,4.5,-0.9%,16.6%
COc1ccccc1CNC(=O)C1Cc2cc(S(=O)(=O)N3CCCCC3)ccc2N1C(C)=O (stereo unspecified),-0.1%,-6.2%,-1.7%,/,i,2.0,/,/,/,/,/
O=C(O)C1(c2ccccc2)CCN(S(=O)(=O)c2ccc(Cl)s2)CC1,-0.2%,-1.2%,-1.7%,/,i,0.0,/,/,/,/,/
CS(=O)(=O)c1ccc(SCC(=O)NC2CCS(=O)(=O)C2)c([N+](=O)[O-])c1 (stereo unspecified),-0.1%,0.9%,6.4%,0.9,i,0.0,-23.1%,-2.7,-6.7,-5.3%,-23.3%
CCOC(=O)N1CCN(C(=O)CCNS(=O)(=O)c2ccccc2)CC1,1.2%,-1.4%,7.7%,/,i,2.0,/,/,/,/,/
Cc1ccc(NC(=O)N2CCC(NC(=O)c3cccc(C)c3)CC2)cc1,-1.0%,-3.9%,-4.3%,/,i,0.7,/,/,/,/,/
Cc1cc(NCc2ccc3c(c2)OCO3)n2nc(C)nc2n1,-0.2%,-1.4%,3.1%,1.1,i,2.0,1.3%,14.3,-3.1,-1.4%,-3.5%
CNc1oc(Cc2ccccc2)nc1S(=O)(=O)c1ccccc1,1.0%,0.2%,8.2%,1.1,i,0.5,-88.3%,13.5,-2.1,-2.6%,-52.8%
Cc1ccc(CNC(=O)C2CNc3cc(C)ccc3O2)cc1 (stereo unspecified),0.7%,3.7%,4.5%,1.1,i,2.0,17.8%,-3.7,-0.9,-1.5%,14.2%
COc1ccc(Oc2cc(C(F)(F)F)nc(N(C)C)n2)cc1,2.4%,-0.1%,-6.9%,1.1,i,0.1,16.1%,-2.5,-1.2,-3.7%,12.7%
CN(C)c1ccc(N/C(=N\S(=O)(=O)c2cccs2)c2ccccc2)cc1,2.0%,-3.5%,-7.1%,1.1,i,0.7,6.8%,2.0,-1.3,-1.4%,13.7%
COc1ccc(S(=O)(=O)Nc2ccccc2C(F)(F)F)cc1,3.4%,1.9%,1.6%,1.1,i,7.2,12.1%,-14.8,5.1,-1.0%,19.1%
Cc1ccccc1OCCCC(=O)Nc1ccc(N2CCOCC2)cc1,1.7%,2.6%,1.2%,1.1,i,2.5,10.9%,-5.2,-7.2,-0.1%,5.6%
Cc1cccc(NC(=O)C(C)C(=O)c2ccccc2)c1 (stereo unspecified),1.0%,-1.1%,-0.1%,/,i,0.6,/,/,/,/,/
O=C(O)CCCn1cc(NC(=O)COc2ccccc2)cn1,2.3%,-0.9%,7.0%,/,i,1.0,/,/,/,/,/
CCc1c(C)sc(NC(=O)/C=C/c2ccc3c(c2)OCO3)c1C(=O)OC,-1.8%,-1.0%,16.7%,1,i,0.7,13.8%,14.1,0.6,-2.9%,22.3%
COc1cccc(/C(O)=C2/C(=O)C(=O)N(c3ccccn3)C2c2ccc(OC)c(OC)c2)c1 (stereo unspecified),0.6%,-1.9%,-5.8%,1,i,1.1,-3.7%,-22.6,-10.6,-6.9%,-2.8%
CCCC(=O)C1=C(O)C(C(=O)OC)C(C)(C)CC1=NCCc1ccccc1 (stereo unspecified),1.5%,5.7%,-4.2%,/,i,0.1,/,/,/,/,/
NC(=S)NC1CC2CC1C1C=CCC21 (stereo unspecified),0.0%,0.4%,-7.4%,/,i,1.0,/,/,/,/,/
O=C(CN1CCOCC1)NN=C(c1ccccc1)c1ccccc1,1.3%,4.0%,8.7%,1,i,0.2,5.8%,-11.9,-8.3,-0.1%,6.3%
CN(Cc1nccs1)C(=O)c1ccc(OC2CCN(CCc3ccccc3)CC2)cc1,-0.3%,17.6%,0.8%,/,i,0.7,/,/,/,/,/
COc1ccc(NC(=O)CN(C)C(=O)C(CCSC)NC(=O)c2ccccc2)cc1 (stereo unspecified),3.1%,-2.2%,-7.4%,/,i,0.5,/,/,/,/,/
CCN(CC)c1ccc(Nc2nc(N3CCOCC3)c3ccccc3n2)cc1,-2.1%,1.1%,13.3%,1,i,0.1,11.5%,11.9,-52.4,-11.9%,16.9%
CCC(C)NC(=O)CSC1=Nc2ccccc2C2=NC(CC(=O)NCc3ccccc3)C(=O)N12 (stereo unspecified),0.4%,9.5%,-11.3%,1.1,i,0.6,-15.4%,-7.1,-21.9,-6.9%,-5.2%

# Arranged by heavy-atom count (descending): part of the list above.
SMILES,RSV CPE inhibition,SIAH1 antagonists,Salmonella PhoP GFP,TNAP activation fold,Myeloid diff MLP,Myeloid diff MLP GFP+ MAC1+ %,PMI inhibition,WT yeast gro inh,WT yeast gro inh mutant strain,XIAP antagonists,human PMI inhibition
COc1cccc(/C(O)=C2/C(=O)C(=O)N(c3ccccn3)C2c2ccc(OC)c(OC)c2)c1 (stereo unspecified),0.6%,-1.9%,-5.8%,1,i,1.1,-3.7%,-22.6,-10.6,-6.9%,-2.8%
COc1ccc(NC(=O)CN(C)C(=O)C(CCSC)NC(=O)c2ccccc2)cc1 (stereo unspecified),3.1%,-2.2%,-7.4%,/,i,0.5,/,/,/,/,/
O=C(CN1CCOCC1)NN=C(c1ccccc1)c1ccccc1,1.3%,4.0%,8.7%,1,i,0.2,5.8%,-11.9,-8.3,-0.1%,6.3%
O=C(O)CCCn1cc(NC(=O)COc2ccccc2)cn1,2.3%,-0.9%,7.0%,/,i,1.0,/,/,/,/,/
NC(=S)NC1CC2CC1C1C=CCC21 (stereo unspecified),0.0%,0.4%,-7.4%,/,i,1.0,/,/,/,/,/

# (continued)
SMILES,RSV CPE inhibition,SIAH1 antagonists,Salmonella PhoP GFP,TNAP activation fold,Myeloid diff MLP,Myeloid diff MLP GFP+ MAC1+ %,PMI inhibition,WT yeast gro inh,WT yeast gro inh mutant strain,XIAP antagonists,human PMI inhibition
CCc1ccc(N=C2N=C(N)c3ccccc32)cc1,4.0%,-2.8%,5.4%,1.1,i,0.7,6.8%,-2.9,19.4,-5.1%,3.6%
Cc1ccccc1C(=O)Nc1ccc(N2CCN(C(=O)c3ccco3)CC2)cc1,3.6%,4.6%,0.0%,/,i,0.6,/,/,/,/,/
CCOc1cc(C)c(Cl)cc1S(=O)(=O)n1nnc2ccccc21,1.4%,1.6%,-0.1%,1,i,1.0,13.9%,-17.0,-12.5,-2.4%,16.1%
COc1ccc(C2C(C(C)=O)=C(C)N=c3s/c(=C/c4ccc5c(c4)OCO5)c(=O)n32)cc1 (stereo unspecified),/,3.9%,-24.5%,0.9,/,/,17.8%,8.5,9.4,-3.9%,14.8%
CCCC(C)C(=O)Nc1nc(C)c(-c2csc(Nc3cc(Cl)ccc3C)n2)s1 (stereo unspecified),3.3%,-0.4%,16.5%,1,i,0.8,-29.6%,-3.4,7.4,-11.7%,-1.3%
Cc1ccc2nc3c(cc(S(=O)(=O)c4ccccc4)c(=N)n3Cc3ccco3)c(=O)n2c1,4.7%,12.0%,-6.7%,1,i,0.8,3.2%,17.2,14.9,-6.9%,-26.3%
O=C1NC(=S)N/C1=C/c1cccc2ccccc12,4.4%,7.4%,6.5%,/,i,0.6,/,/,/,/,/
COc1ccc(CCNC(=O)c2ccc3c(c2)N(Cc2ccc(F)cc2)CCS3)c(OC)c1,?,-0.7%,6.1%,/,i,3.6,/,/,/,/,/
CCOC(=O)C(CC(C)C)CP(=O)(O)CNC(=O)OCc1ccccc1 (stereo unspecified),1.8%,-0.2%,1.3%,1.1,i,1.0,-7.8%,-3.9,-4.4,2.4%,-16.0%
Cc1ccc(NC(=S)N2CCCC(CO)C2)c(C)c1 (stereo unspecified),1.8%,14.6%,-10.6%,1.1,i,0.2,3.8%,0.2,0.8,-5.3%,5.3%
O=C(CCC(=O)N1CCN(Cc2ccc(F)cc2)CC1)Nc1nnc(C2CCCCC2)s1,17.8%,11.7%,-5.1%,/,i,0.4,/,/,/,/,/
COc1ccc(-n2c(=S)[nH]c3cc(C(=O)Nc4cc(C(N)=O)ccc4OC)ccc3c2=O)c(OC)c1,2.5%,0.0%,0.6%,/,i,0.8,/,/,/,/,/
N#CCC(=O)N/N=C/c1ccc(OS(=O)(=O)c2ccccc2)cc1,-0.9%,6.1%,-7.1%,1.1,i,0.5,14.7%,0.6,6.4,11.8%,10.1%
CCOc1ccc(NC(=S)N2CCCC2)cc1,0.1%,8.9%,1.4%,/,i,0.7,/,/,/,/,/
CCN1C(=O)c2ccc(C(=O)Nc3ccc(O)cc3C)cc2C1=O,0.7%,0.8%,7.2%,/,i,0.5,/,/,/,/,/
COc1ccc(OC)c(/C=c2\sc3nc(-c4cccs4)nn3c2=O)c1,0.5%,4.5%,-72.1%,1.1,i,1.3,8.8%,7.6,22.2,-4.0%,11.5%
Cc1ccccc1N(CC(=O)NCCc1ccccc1)C(=O)c1ccc(N2CCCC2)nc1,1.3%,0.0%,-1.1%,1.1,i,2.8,6.6%,21.2,20.9,-0.4%,1.9%
Fc1cccc(-n2cc(-c3ccccc3)c3c(=S)nc[nH]c32)c1,4.7%,-0.1%,-7.1%,/,i,0.9,/,/,/,/,/

# Bioassay records: PubChem BioAssay, several laboratories
